Screening data from PubChem.
Tau FP inhib = blocks human tau fibril formation measured by polarization | 280,000 tested, 0.39% active | AID 1468 | K18 P301L tau heparin fibrillization, Alexa594 FP, 6 h | Potency, µM (highest dose often 57.7 µM), for the others: at the highest dose activity, negative = inhibition, usual class: inhibitors; also: % is scaled to controls: 0 for no effect and ±100 for the full control effect; nearly all actives have a fitted effect of over 55% in size
Target sequence (P10636 561-689 P618L limits assumed): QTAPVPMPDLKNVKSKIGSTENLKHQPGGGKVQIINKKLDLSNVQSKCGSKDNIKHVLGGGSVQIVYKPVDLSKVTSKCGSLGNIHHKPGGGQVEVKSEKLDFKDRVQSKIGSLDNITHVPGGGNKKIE
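Human tau K18 […] P301L fragment, 15 uM unlabeled plus 0.24 uM Alexa 594-labeled tau (final), with compound and 20 uM heparin in 100 mM sodium acetate pH 7; 6 hr at 37 C, then Alexa 594 FP read.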
Tau fibril ThT = tau fibrillization inhibition (ThT binding). AID 1460. P10636. recombinant tau K18 P301L, heparin-induced fibrillization, ThT fluorescence. Potency, µM (doses to about 57.4 µM), for the others: top-dose activity, negative = inhibition, most hits filed as inhibitors. 270,000 tested, 2.1% active; also: % is scaled to controls: 0 for no effect and ±100 for the full control effect; nearly all actives have a fitted effect of over 55% in size
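Recombinant human tau K18 fragment […] carrying P301L, 15 uM unlabeled plus 0.24 uM Alexa 594-labeled, was fibrillized with 20 uM heparin in 100 mM sodium acetate pH 7 for 6 hr at 37 C; 30 uM ThT fluorescence read after 1 hr.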
HTT aggregate = inhibitors of mutant huntingtin aggregate formation in PC12 cells; AID 1688; Potency, µM (highest dose often 46.1 µM), for inactives: at the top dose activity change, negative = inhibition, usual class: inhibitors; PC12 HttQ103-GFP aggregates, Acumen cytometry, 40 h; 220,000 tested, 1.1% active; also: % is scaled to controls: 0 for no effect and ±100 for the full control effect; nearly all actives have a fitted effect of over 60% in size
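Inducible Q103 Huntingtin exon 1–GFP PC12 line, 1500 cells/well in phenol red free DMEM with 5% equine and 5% calf serum. Tebufenozide 100 nM induced expression; compounds titrated; aggregates quantified by cytometry.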
SMN2 splice enh = SMN2 splice variant enhancement; Potency, µM (titrated, usually from 46.1 µM), for inactives: at the top dose activity change, positive = activation, actives largely listed as activators; 210,000 tested, 2.8% active; HEK293 SMN2-luciferase splicing reporter, luminescence, 30-36 h; also: % of control where 0% means no effect; nearly all actives have a fitted effect of over 55% in size
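HEK293 cells carry an SMN2 […]–luciferase reporter in which exon 7 inclusion puts luciferase in frame. Cells were plated 10-12 h before compound addition, then incubated 30-36 h at 37C. ONE-Glo luminescence was read; sodium butyrate at 4.5 mM final served as control.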
KDM4E inh = JMJD2E (human) inhibition | B2RXH2 | JMJD2E catalytic domain, FDH-coupled NADH fluorescence (FDH is formaldehyde dehydrogenase) | Potency, µM (top dose mostly 57.1 µM), for inactives: top-dose activity change, negative = inhibition, actives largely listed as inhibitors | 230,000 tested, 1.6% active | AID 2147; active = well fitted inhibition curve with a large enough effect, not every such curve was filed as active; inconclusive = small, poorly fitted or top-dose-only effect, or another doubt; inactive = no such curve, though single readings can be large or run the other way;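 also: 0% = wells with enzyme and -100% = buffer wells without enzyme; nearly all actives have a fitted effect of over 50% in size; many of its hits are not listed in these tables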
Target sequence (B2RXH2 1-337 limits assumed): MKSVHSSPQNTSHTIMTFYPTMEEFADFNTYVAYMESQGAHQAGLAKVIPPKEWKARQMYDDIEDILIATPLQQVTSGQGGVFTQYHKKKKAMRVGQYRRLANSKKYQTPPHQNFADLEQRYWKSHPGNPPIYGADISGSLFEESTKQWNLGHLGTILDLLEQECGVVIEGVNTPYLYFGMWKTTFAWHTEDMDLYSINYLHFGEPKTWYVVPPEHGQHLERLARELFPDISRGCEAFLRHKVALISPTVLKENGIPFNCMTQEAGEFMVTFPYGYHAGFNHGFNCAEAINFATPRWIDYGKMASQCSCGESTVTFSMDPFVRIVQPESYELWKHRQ
ALDH1A1 block = ALDH1A1 (human) enzyme inhibition; Purified ALDH1A1, NADH fluorescence, propionaldehyde substrate; Potency, µM (titrated, usually from 75.3 µM), for inactives: at the highest dose activity, negative = inhibition, most hits filed as inhibitors; 220,000 tested, 7.3% active; AID 1030; active = well fitted inhibition curve with a large enough effect, not every such curve was filed as active; inconclusive = small, poorly fitted or top-dose-only effect, or another doubt; inactive = no such curve, though single readings can be large or run the other way;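 also: plate controls were no enzyme wells and a reference inhibitor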
Target sequence (P00352 whole entry, looked up): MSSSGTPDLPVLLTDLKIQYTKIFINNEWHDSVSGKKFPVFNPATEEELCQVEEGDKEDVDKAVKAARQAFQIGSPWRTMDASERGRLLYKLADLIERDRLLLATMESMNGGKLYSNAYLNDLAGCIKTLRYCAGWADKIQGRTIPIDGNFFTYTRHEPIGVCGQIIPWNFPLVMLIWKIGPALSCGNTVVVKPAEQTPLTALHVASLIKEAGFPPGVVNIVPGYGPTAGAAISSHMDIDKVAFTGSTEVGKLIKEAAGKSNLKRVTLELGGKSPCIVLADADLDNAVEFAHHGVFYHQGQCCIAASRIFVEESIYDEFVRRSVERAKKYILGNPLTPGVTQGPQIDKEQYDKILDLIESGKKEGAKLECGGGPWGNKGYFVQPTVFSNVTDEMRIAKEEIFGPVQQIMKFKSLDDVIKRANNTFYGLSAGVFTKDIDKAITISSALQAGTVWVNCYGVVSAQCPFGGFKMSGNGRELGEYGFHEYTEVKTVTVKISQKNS
HTT ATP protect = protects HTT-Q103 PC12 cells, measured by ATP. PC12 HTT-Q103 induced, cytoprotection, ATP luminescence, 40 h. Potency, µM (doses to about 56.4 µM), without a hit: cytoprotection (ATP increase), usual class: activators. 230,000 tested, 0.14% active. AID 1471;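 also: % of control where 0% means no effect; nearly all actives have a fitted effect of over 45% in size; toxic huntingtin expression switched on by the ecdysone agonist tebufenozide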
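Stable PC12 Q103-GFP cells in serum-supplemented, phenol red-free DMEM; induction by tebufenozide at 100 nM final; compound dose series; cell viability quantified luminescently from ATP.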
Tau fluor cs = counter-screen for tau fibril formation inhibitors | 280,000 tested, 0.93% active | tau K18 P301L (four-repeat tau fragment) Alexa594 fluorescence, heparin fibrillization | Potency, µM (highest dose often 57.7 µM), inactives show top-dose activity change, negative = decrease | AID 1463; also: % is scaled to controls: 0 for no effect and ±100 for the full control effect; nearly all actives have a fitted effect of over 55% in size
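Human K18 P301L tau (15 uM unlabeled plus 0.24 uM Alexa 594-labeled, final) in 100 mM sodium acetate pH 7 was mixed with compound and 20 uM heparin and incubated 6 hr at 37 C.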
* marks the source's active call; other numbers are inactive results; ? = inconclusive; . = not tested or not shown; [ ] = remark or other dose. Unless noted, calls follow the shape of the dose curve; as a rule, active = well fitted curve in the direction sought with a large enough effect; inconclusive = small, poorly fitted or top-dose-only effect, or another doubt; inactive = no such curve, though single readings can be large; an effect the other way counts as inactive or inconclusive. Potency is read from the fitted curve at half-maximal effect. The list is partial (hit frequency here may not be typical).

SMILES | Tau FP inhib | Tau fibril ThT | HTT aggregate | SMN2 splice enh | KDM4E inh | ALDH1A1 block | HTT ATP protect | Tau fluor cs
Cc1noc(C)c1S(=O)(=O)N1CCCC(C(=O)N2CCN(C3CCCCC3)CC2)C1 (stereo unspecified) | -9% | -2% | 8% | 0% | -5% | ? | 3% | 4%
Cc1cc2nc(-c3ccc(SCc4ccc(C#N)cc4)nc3)[nH]c2cc1C | ? | 1% | -1% | -26% | ? | ? | 19% | ?
COC(=O)c1cc(Br)c(=O)n(Cc2ccco2)c1 | -2% | -10% | -16% | 14% | 4% | 5% | 12% | -6%
CN(C)C(=O)COc1ccc2ccc(=O)oc2c1 | -5% | 0% | -18% | 15% | ? | ? | 15% | -8%
O=C(NC1=NCCS1)C12CC3CC(C1)CC(C(=O)NC1=NCCS1)(C3)C2 | -4% | 11% | 19% | -12% | -3% | 7% | -15%[10 µM] | 4%
Cc1cc(C)c(OCC(=O)N/N=C/c2ccco2)c(C)c1 | 7% | -13% | -4% | 3% | 2% | 2% | -13% | -4%
CCOC(=O)c1[nH]c2ccc(C)cc2c1N=C(C)N(C)C | -14% | -3% | -22% | -4% | -19% | 9% | 13%[10 µM] | -4%
COC(=O)c1cc2sccc2n1CC(=O)Nc1ccc(C)cc1C | -1% | -7% | . | -2% | . | . | . | -7%
Cc1ccc(NC(=O)C2CCCN(S(=O)(=O)c3cccc4cccnc34)C2)cc1Cl (stereo unspecified) | -22% | -2% | . | -19% | . | . | . | ?
Cc1cccc(NC(=O)CCC(=O)N/N=C/c2ccncc2)c1 | 0% | -5% | -12% | 0% | -16% | 7% | 4%[10 µM] | -2%
Cc1ccc(/C=C/C(=O)N2CCN(c3cccc(C(F)(F)F)c3)CC2)cc1 | 11% | 5% | -3% | . | 0% | -4% | -14%[10 µM] | 5%
COC(=O)[C@@H](NC(=O)NCc1cccc(OC)c1)C(C)C | 10% | 9% | 4% | -16% | 14% | 10µM* | -7% | 4%
CCCCc1c(C)nc2cc(-c3ccco3)[nH]n2c1=O | 4% | 1% | -6%[9.22 µM] | . | ? | . | -10%[10 µM] | 4%
CSc1ccc(-c2nnn(Cc3ccccn3)n2)cc1 | 3% | -12% | -15% | ? | 3% | -11% | -43%[inhibitor] | -10%
Cn1cc(S(=O)(=O)CC(=O)N2CCCc3ccccc32)c2ccccc21 | -4% | -9% | -9% | -2% | 12% | ? | -9% | -8%
CCCCCN1C=CC(=C2C(=O)c3ccccc3C2=O)C=C1 | -1% | ? | 1% | -100%[inhibitor] | -11% | ? | -169%[inhibitor] | -8%
CCn1ncc(CN2CCCC(C(=O)c3cccc(OC(C)C)c3)C2)c1C (stereo unspecified) | 6% | -6% | 0% | . | -28% | -1% | -16% | 0%
COc1ccc(OC)c(-c2cc(C(=O)Nc3sc4c(c3C#N)CCC(C)C4)c3ccccc3n2)c1 (stereo unspecified) | 5% | -10% | -7% | 8% | -10% | 1% | -28% | -15%
CC(NC(=O)C(=O)N/N=C\c1cccc([N+](=O)[O-])c1)c1ccccc1 (stereo unspecified) | -4% | 4% | 10%[9.22 µM] | . | -5% | 11% | 17%[10 µM] | -4%
O=C(CSc1nc(-c2ccc(F)cc2)nc2c1Cc1ccccc1O2)Nc1ccc(C(=O)O)cc1 | 8% | -5% | ? | -6% | ? | 0% | 27%[10 µM] | -1%
CC1=C(C(=O)OCC2CCCO2)C(c2ccc(C)cc2)C2=C(CC(C)(C)CC2=O)N1 (stereo unspecified) | -8% | -3% | 4%[9.22 µM] | . | 2% | -11% | -3%[10 µM] | 17%[2.34 µM]
Cc1cn(CCC(=O)Nc2ccccc2N2CCOCC2)c2ccccc12 | 1% | -13% | -3%[9.22 µM] | . | -2% | . | -8%[10 µM] | ?
O=C(CN(c1ccccc1)S(=O)(=O)c1ccccc1)N/N=C/c1ccco1 | -4% | -5% | -12% | 5% | 12% | 6% | 1%[10 µM] | -2%
CCc1nnc(NC(=O)CN2C(=O)c3ccccc3C2=O)s1 | -10% | 1% | -7% | -12% | 16% | 19% | 15% | 0%
Oc1ccc(-c2n[nH]c(=S)n2Cc2ccccc2)cc1 | 0% | -10% | -27% | -4% | ? | 20µM* | -3%[1.9 µM] | -8%

At a glance, part of the list above.
SMILES | Tau FP inhib | Tau fibril ThT | HTT aggregate | SMN2 splice enh | KDM4E inh | ALDH1A1 block | HTT ATP protect | Tau fluor cs
Cc1noc(C)c1S(=O)(=O)N1CCCC(C(=O)N2CCN(C3CCCCC3)CC2)C1 (stereo unspecified) | -9% | -2% | 8% | 0% | -5% | ? | 3% | 4%
Cc1cc2nc(-c3ccc(SCc4ccc(C#N)cc4)nc3)[nH]c2cc1C | ? | 1% | -1% | -26% | ? | ? | 19% | ?

The list continues.
SMILES | Tau FP inhib | Tau fibril ThT | HTT aggregate | SMN2 splice enh | KDM4E inh | ALDH1A1 block | HTT ATP protect | Tau fluor cs
CCCCCn1c(=O)[nH]c2c(c1=O)CCC2 | -8% | 3% | -7% | 1% | 2% | -10% | -7% | -5%
COc1cccc(C2=CC(c3cc(OC)ccc3OC)n3nnnc3N2)c1 (stereo unspecified) | 5% | -18% | 32% | 8% | -20% | 25µM* | -50%[inhibitor] | -6%
CCOc1cccc(-c2cc(C(=O)N/N=C/c3ccc(OC)c(CN4CCOCC4)c3)c3ccccc3n2)c1 | -8% | -5% | -15% | -27% | ? | ? | 7%[0.074 µM] | -29%
O=C(N1CCN(c2ccccc2)CC1)C12CC3CC(CC(C3)C1)C2 | -2% | -17% | -5% | -17% | -9% | ? | -7%[10 µM] | -9%
COc1cc2c(cc1NC(=O)COc1ccc3ccccc3c1)oc1ccccc12 | -7% | -6% | 11% | -18% | -2% | ? | -13% | -16%
O=C(Nc1ccc(F)cc1)C1CC(=O)n2ncnc2N1 (stereo unspecified) | 9% | 0% | -10% | 2% | 2% | 3% | ? | 6%
CCc1c(C)nc(SCC(=O)N2CCN(c3ccccc3)CC2)[nH]c1=O | -5% | ? | -8% | -74%[inhibitor] | -1% | ? | -24% | -11%
CCc1ccc(C(O)(c2ccccc2OC)C(CN2CCOCC2)c2ccccc2)cc1 (stereo unspecified) | 2% | -12% | 11µM* | -27% | -2% | 5% | -104%[inhibitor] | -2%
Cc1ccc(/C=C/C(=O)N2CCc3ccccc32)o1 | 8% | ? | -7% | . | -10% | ? | . | 0%
O=C1c2oc3ccccc3c(=O)c2C(c2cccc(O)c2)N1Cc1ccc(F)cc1 (stereo unspecified) | ? | -4% | . | -22% | . | . | . | ?
N#Cc1c(N)nc2c(c1-c1ccc(Br)s1)CCCC2 | -8% | -5% | ? | -1% | 0% | -5% | 43%[10 µM] | -6%
COc1ccc(NC(=O)CCSc2nc(-c3ccc(OC)cc3)cc(C(F)(F)F)n2)cc1 | ? | -2% | . | 1% | . | . | . | -28%
CN1CC(=O)N/C1=N/C(=O)Nc1cccc(Cl)c1 | -3% | -7% | . | 6% | 16% | -10% | 3% | -11%
Cc1ccc(CC2S/C(=C(/C#N)C(=O)N3CCOCC3)N(c3ccccc3)C2=O)cc1 (stereo unspecified) | 5% | -14% | 14% | -6% | -1% | ? | . | -14%
COc1cccc(/C=N/NC(=O)CCCC(=O)NC2CCCCC2)c1 | -4% | 2% | -6% | -2%[1.84 µM] | 4% | 3% | 6%[10 µM] | -2%
N#CCCN1CCN(S(=O)(=O)c2ccc(S(=O)(=O)NC3CC3)cc2)CC1 | -8% | -9% | -25% | 5% | -7% | 6% | -2% | 5%
COCCNC(=O)C(c1cccc(OC)c1)N(Cc1cccs1)C(=O)Cn1nnc2ccccc21 (stereo unspecified) | -4% | -5% | 3% | -3% | 7% | 16% | -5%[1.9 µM] | -7%
CC(C)OC(=O)c1c(NS(=O)(=O)c2ccccc2)sc2c1CCCC2 | 9% | -29% | ? | -24% | -24% | ? | 28%[10 µM] | -20%
CN(C)S(=O)(=O)c1cccc(-c2csc(N/N=C/c3ccco3)n2)c1 | ? | ? | 2%[9.22 µM] | . | -24% | . | -6%[10 µM] | ?
CCOc1ccc(CN2CCN(CCCn3cccn3)CC2CCO)cc1 (stereo unspecified) | 7% | 5% | 9%[9.22 µM] | . | -1% | -1% | -12%[10 µM] | -2%
CCCOc1ccc(C2C(=O)N(C3CCCCC3)CC(=O)N2CCC)cc1OC (stereo unspecified) | 0% | -17% | -13% | . | 2% | 16% | -10% | -19%
CCN(C(=O)c1cn(CC)c(=O)c2cc(OC)c(OC)cc12)c1ccc(C)c(C)c1 | -2% | 1% | . | -18% | . | . | . | -1%
CC(=O)c1cccc(NC(=O)CCc2c(C)nc3nc(CN)nn3c2C)c1 | -5% | 5% | . | -4% | . | . | . | -2%

Profiles from above.
Cc1cc(C)c(OCC(=O)N/N=C/c2ccco2)c(C)c1 across the screens: Tau FP inhib = 7%; Tau fibril ThT = -13%; HTT aggregate = -4%; SMN2 splice enh = 3%; KDM4E inh = 2%; ALDH1A1 block = 2%; HTT ATP protect = -13%; Tau fluor cs = -4%
COc1cc2c(cc1NC(=O)COc1ccc3ccccc3c1)oc1ccccc12 across the screens: Tau FP inhib = -7%; Tau fibril ThT = -6%; HTT aggregate = 11%; SMN2 splice enh = -18%; KDM4E inh = -2%; ALDH1A1 block = ?; HTT ATP protect = -13%; Tau fluor cs = -16%

4 records picked at random from the list so far:
SMILES | Tau FP inhib | Tau fibril ThT | HTT aggregate | SMN2 splice enh | KDM4E inh | ALDH1A1 block | HTT ATP protect | Tau fluor cs
CN1CC(=O)N/C1=N/C(=O)Nc1cccc(Cl)c1 | -3% | -7% | . | 6% | 16% | -10% | 3% | -11%
N#Cc1c(N)nc2c(c1-c1ccc(Br)s1)CCCC2 | -8% | -5% | ? | -1% | 0% | -5% | 43%[10 µM] | -6%
CCc1ccc(C(O)(c2ccccc2OC)C(CN2CCOCC2)c2ccccc2)cc1 (stereo unspecified) | 2% | -12% | 11µM* | -27% | -2% | 5% | -104%[inhibitor] | -2%
N#CCCN1CCN(S(=O)(=O)c2ccc(S(=O)(=O)NC3CC3)cc2)CC1 | -8% | -9% | -25% | 5% | -7% | 6% | -2% | 5%
